Fam108B inh – counter-screen for RBBP9 inhibitors: inhibitors of mouse Fam108B; recombinant Fam108B, FP-Rh probe fluorescence polarization; inhibition, % at 9.51 µM; 300,000 tested, 0.33% active;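 active = inhibition above the screen mean inhibition plus 3 SD, computed separately per campaign, cut at about 18% in these data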;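 note: inhibitors lower polarization as less probe binds the enzyme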
MCL1 BIM primary – MCL1-BIM-BH3 interaction inhibition (human) | Q07820 | GST-MCL1 / FITC-Bim-BH3 fluorescence polarization | inhibition, % at 10.9 µM | 320,000 tested, 0.68% active | AID 2057;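 active = inhibition above the mean inhibition of all tested compounds plus 3 SD, set per campaign, cut at about 40% in these data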;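 note: 0% = DMSO wells and 100% = unlabeled Bim-BH3 peptide control; higher means more loss of mP so more displacement of Bim peptide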
Target sequence (Q07820 whole entry, looked up): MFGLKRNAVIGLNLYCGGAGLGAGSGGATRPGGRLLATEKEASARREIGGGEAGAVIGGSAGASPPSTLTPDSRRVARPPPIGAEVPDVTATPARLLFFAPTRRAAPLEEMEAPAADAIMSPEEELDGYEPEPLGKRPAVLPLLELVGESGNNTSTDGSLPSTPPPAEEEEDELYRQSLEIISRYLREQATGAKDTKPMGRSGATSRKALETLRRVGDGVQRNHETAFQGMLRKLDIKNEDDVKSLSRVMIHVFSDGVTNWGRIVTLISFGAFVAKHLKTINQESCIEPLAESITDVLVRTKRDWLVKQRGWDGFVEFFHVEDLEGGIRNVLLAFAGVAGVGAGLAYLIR
AGP1-GFP MLPCN – alters AGP1-GFP fluorescence in TOR pathway yeast screen; S. cerevisiae AGP1-GFP multiplex flow cytometry, 3 h; GFP as percent of DMSO wells; GFP response vs DMSO, % at 10 µM; 320,000 tested, 0.02% active; AID 2066;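 active = GFP response relative to DMSO above a set limit, near screen average plus 3 SD, cut at about 150% in these data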;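 note: median GFP channel fluorescence of the gated AGP1 strain per well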
Bcl-xL primary – inhibitors of human Bcl-xL. inhibition, % at 10.9 µM. 320,000 tested, 0.7% active. Q07817. GST-Bcl-xL / FITC-Bim BH3 peptide fluorescence polarization;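 active = inhibition above the mean of all tested compounds plus 3 SD, cutoff set per campaign, cut at about 30% in these data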;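 note: 0% = DMSO wells and 100% = unlabeled Bim-BH3 peptide competitor; inhibitors lower millipolarization by displacing the labeled peptide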
Target sequence (Q07817 whole entry, looked up): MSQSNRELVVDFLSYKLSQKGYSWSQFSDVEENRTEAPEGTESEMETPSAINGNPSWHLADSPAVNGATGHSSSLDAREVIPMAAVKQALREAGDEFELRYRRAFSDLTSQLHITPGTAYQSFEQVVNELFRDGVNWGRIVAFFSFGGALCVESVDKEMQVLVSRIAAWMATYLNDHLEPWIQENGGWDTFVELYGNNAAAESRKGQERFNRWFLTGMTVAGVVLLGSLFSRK
VLA-4 inh – inhibition in a human VLA-4 binding assay; 330,000 tested, 0.2% active; VLA-4 expressing cells, ligand binding flow cytometry; AID 2557; P13612; inhibition, % (about 7 µM as worked out from the volumes in the protocol); in the data active = inhibition above about 50%
GRK2 inh – inhibitors of human GRK2 displacing RNA aptamer. P25098. bead flow cytometry, FAM-aptamer displacement from GRK2. inhibition of aptamer binding, % at 10 µM. 330,000 tested, 0.59% active;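 active = inhibition of aptamer binding above 40%, roughly 3 SD of noise, on plates passing a quality check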;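 note: median bead fluorescence of bound FAM aptamer so fluorescent compounds give negative values; no value below 0 was filed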
MEX-5 binding – C. elegans MEX-5 TCR-2 RNA binding activity | 300,000 tested, 0.38% active | activity score (negative = inhibition of binding), % at 10 µM | MEX-5/FITC-TCR2 RNA binding, fluorescence polarization; active compounds read low;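 active = inhibition past about -25% in most replicates, and total fluorescence under double the plate's negative control median, limit read from the data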;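 note: 0% = DMSO and -100% = 5 µM competing unlabeled TCR2 RNA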
GLD-1 RNA inh – GLD-1-TGE RNA interaction inhibition (C. elegans); 320,000 tested, 0.44% active; Q17339; inhibition, % at 5.96 µM; purified GLD-1 + fluorescein TGE RNA, fluorescence polarization;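 active = percent inhibition above a per-plate cutoff, the plate mean of test compounds plus 3 SD, cut at about 30% in these data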;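 note: 0% = DMSO wells with GLD-1 and probe and 100% = wells lacking GLD-1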
Target sequence (Q17339 whole entry, looked up): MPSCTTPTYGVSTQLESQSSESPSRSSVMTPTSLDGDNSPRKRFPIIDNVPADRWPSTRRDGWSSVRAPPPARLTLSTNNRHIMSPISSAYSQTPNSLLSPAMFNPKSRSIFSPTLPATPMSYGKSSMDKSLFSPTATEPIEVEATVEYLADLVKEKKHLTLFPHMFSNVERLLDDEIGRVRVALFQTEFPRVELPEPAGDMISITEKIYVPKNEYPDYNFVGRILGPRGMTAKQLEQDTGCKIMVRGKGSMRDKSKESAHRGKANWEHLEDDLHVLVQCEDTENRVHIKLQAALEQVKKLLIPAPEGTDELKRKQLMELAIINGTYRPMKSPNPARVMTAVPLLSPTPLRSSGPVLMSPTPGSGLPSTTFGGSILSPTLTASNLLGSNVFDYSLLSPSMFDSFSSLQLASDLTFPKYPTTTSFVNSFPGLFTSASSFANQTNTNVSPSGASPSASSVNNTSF
CIT2 TOR yeast – modulators of TOR pathway CIT2-GFP in S. cerevisiae. S. cerevisiae CIT2-GFP strain, flow cytometry, 3 h; 100 means same as DMSO wells. GFP response vs DMSO, % at 10 µM. 320,000 tested, 0.065% active;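 active = GFP response relative to DMSO above a set limit, near the screen mean plus 3 SD, cut at about 150% in these data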;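 note: ratio of well median GFP fluorescence to mean of DMSO wells on the plate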
Active calls of the source: *; i = inactive; nt = no result given.

Start of the listing, in advance (5 entries):
SMILES	Fam108B inh	MCL1 BIM primary	AGP1-GFP MLPCN	Bcl-xL primary	VLA-4 inh	GRK2 inh	MEX-5 binding	GLD-1 RNA inh	CIT2 TOR yeast
Cc1ccccc1Oc1ncnc2sccc12	1	7	111	3	7	1	0.3	3	nt
Oc1ccc(N=Nc2n[nH]c(-c3ccccc3)n2)cc1	1	-2	101	2	6	2	-37*	-12	101
CCc1ccc(-c2nnn(Cc3nc4ccccc4s3)n2)cc1	5	3	97	6	-6	1	1.0	2	89
CCCCN(C(=O)c1[nH]c(C)c(C(C)=O)c1C)c1c(N)n(CCCC)c(=O)[nH]c1=O	0	4	98	0	1	0	1.3	4	91
Cc1c(-c2nc(N)nc(Nc3ccccc3F)n2)oc2ccccc12	-9	-4	103	-1	0	0	-2.6	10	89

The listing, from the start:
SMILES	Fam108B inh	MCL1 BIM primary	AGP1-GFP MLPCN	Bcl-xL primary	VLA-4 inh	GRK2 inh	MEX-5 binding	GLD-1 RNA inh	CIT2 TOR yeast
Cc1ccccc1Oc1ncnc2sccc12	1	7	111	3	7	1	0.3	3	nt
Oc1ccc(N=Nc2n[nH]c(-c3ccccc3)n2)cc1	1	-2	101	2	6	2	-37*	-12	101
CCc1ccc(-c2nnn(Cc3nc4ccccc4s3)n2)cc1	5	3	97	6	-6	1	1.0	2	89
CCCCN(C(=O)c1[nH]c(C)c(C(C)=O)c1C)c1c(N)n(CCCC)c(=O)[nH]c1=O	0	4	98	0	1	0	1.3	4	91
Cc1c(-c2nc(N)nc(Nc3ccccc3F)n2)oc2ccccc12	-9	-4	103	-1	0	0	-2.6	10	89
CCN(CC)S(=O)(=O)c1cccc(-c2nnc(SCC(N)=O)n2C)c1	0	3	103	4	-2	1	-0.6	1	102
COCC(C)NS(=O)(=O)c1ccc(OC)cc1 (stereo unspecified)	-2	6	100	5	7	2	-0.8	8	101
O=C(c1cc(S(=O)(=O)N2CCN(c3ccccc3)CC2)ccc1Cl)N1CCCC(C(F)(F)F)C1 (stereo unspecified)	-2	1	103	3	20	3	1.1	2	99
COc1ccc(-n2c(-c3ccccc3)cc3c2CCCC3=O)cc1	1	4	92	1	-6	1	-1.6	-1	85
Nn1c(SC/C=C/c2ccccc2)nnc1-c1ccco1	3	-10	99	-2	7	1	0.6	2	92
O=C(NCc1ccco1)C(=O)c1cn(CC(=O)N2CCCCC2)c2ccccc12	4	3	109	4	-1	3	nt	4	104
CCN1CCCC1Cn1cnc2c([nH]c3ccc(C)cc32)c1=O (stereo unspecified)	-1	6	99	6	19	0	0.0	-6	105
O=C(O)c1n[nH]c2c1CC(C1CCCCC1)CC2 (stereo unspecified)	-2	8	87	6	-9	1	nt	-2	92
CCCOC(=O)C1C2C=CC3(CN(c4ccc(Cl)c(F)c4)C(=O)C13)O2 (stereo unspecified)	-2	0	103	1	17	1	0.3	-3	101
C=CCNC(=O)NC(=O)CSc1nc2cc([N+](=O)[O-])ccc2n1-c1cccc(C(F)(F)F)c1	0	4	108	3	18	0	-1.1	0	99
CCOc1ccc(NS(=O)(=O)c2ccc(C(=O)NCC(C)(C)N3CCOCC3)cc2)cc1	-1	-1	106	4	-6	0	-1.7	2	104
CCOC(=O)C[C@H]1c2ccccc2S(=O)(=O)N1Cc1cccc(C(F)(F)F)c1	1	-4	nt	3	nt	nt	3.4	2	nt
COc1ccccc1NC(=O)CSc1nnc(CNC(=O)c2ccco2)n1C	-3	1	90	6	5	2	-0.9	-2	92
CC(=O)n1cc(/C=N/NC(=O)c2ccc([N+](=O)[O-])cc2)c2ccccc21	7	4	107	3	-2	0	1.3	0	111
COc1ccccc1N1CCN(CCN2C(=O)CC3(CCCC3)CC2=O)CC1	-4	-6	100	-2	6	0	0.2	0	94
O=C(Nc1cccnc1)c1ccc(F)cc1	-1	9	102	7	11	0	1.4	9	96
Cc1onc(-c2ccccc2)c1C(=O)Nc1nnc(-c2ccncc2)s1	2	0	99	1	2	7	-1.4	-4	93
Cc1cc(C(=O)OCC(=O)NC(C)c2ccccc2)c(C)o1 (stereo unspecified)	2	-13	88	-5	7	4	0.3	6	83
O=C(N/N=C/c1ccccc1OC(=O)c1ccc2c(c1)OCO2)c1ccccc1	-8	-4	102	-4	0	3	-1.4	1	92
COc1ccccc1C1=NC(c2ccccc2)CN1c1ccccc1 (stereo unspecified)	-4	-9	73	-10	1	0	0.8	1	89
COCCCNS(=O)(=O)c1ccc2[nH]c3c(c2c1)CCCCC3	2	-15	95	-2	10	2	-1.8	-10	99
Cc1cccc(NC(=O)C2CCN(S(=O)(=O)c3c(C)noc3/C=C/c3ccco3)CC2)n1	-2	-5	96	-2	5	1	2.1	-4	98
CC(=O)CSc1ncnc2sc3c(c12)CCCC3	3	5	90	5	16	0	0.3	5	81
C=CCOn1c(=O)c(-c2ccc(OC)c(OC)c2)[n+]([O-])c2ccccc21	6	13	98	15	i	0	-2.3	20	100
CCOc1ccc2ccccc2c1CNc1nnnn1CC	2	4	88	8	-1	1	-1.0	-10	116
Cc1[nH]c2ccccc2c1C(c1ccncc1)N1CCC(C)CC1 (stereo unspecified)	6	2	104	6	9	0	1.5	7	103
CC1CCCCC1NC(=S)Nc1ccc(Cl)cc1Cl (stereo unspecified)	-7	4	107	2	-2	0	2.0	3	87
O=c1cc(N2CCOCC2)c2ccccc2o1	5	-6	102	-4	-20	1	4.4	-5	100
COc1ccc(OCC(=O)N(Cc2ccc(C)o2)C2CCS(=O)(=O)C2)cc1 (stereo unspecified)	-1	-10	99	-1	0	1	0.8	-8	96
Nc1nc(SCC(=O)Nc2cc(-c3ccccc3)nn2-c2ccccc2)n[nH]1	-6	-3	101	3	16	0	-3.0	8	97
CCc1ccccc1NCC(=O)Nc1ccc(Cl)c(C(F)(F)F)c1	6	-2	96	-4	37	0	3.0	5	123
O=C(NCCN1CCOCC1)c1ccc(Cl)c(S(=O)(=O)N2CCOCC2)c1	3	8	97	7	-4	0	0.4	3	110
C/C(=N/Nc1ccnc2cc(Cl)ccc12)c1ccc(O)cc1	10	4	81	4	-20	0	1.1	1	86
C=CCn1c(C)cc(C(=O)CSc2nc3ccccc3o2)c1C	1	-2	90	-2	9	0	-0.1	5	91
C[C@@H]1[C@H](O)C[C@@]23COC(=O)C2=CCCC3[C@@]1(C)CCC1COC(=O)C1 (stereo partly specified)	2	4	98	4	-16	0	nt	-4	104
COc1ccc(NC(=O)C2CCCN(CCCc3ccccc3)C2)cc1OCC(C)C (stereo unspecified)	-1	-1	103	1	11	0	0.6	1	103
CNC(=O)CN(c1ccc(OC)cc1)S(=O)(=O)c1ccc(F)cc1	5	0	109	1	20	3	-1.3	0	105
O=C(NNC(=O)c1ccccc1-n1cccc1)c1ccc(Cl)cc1Cl	-1	14	107	4	10	2	-1.4	0	102
CC(C)c1ccc(/C=C2\Oc3c(ccc(O)c3CN3CCN(C)CC3)C2=O)cc1	7	36	106	41*	-2	0	-20	-6	104
CCOP(=O)(OCC)C(Nc1ccc(C(=O)O)cc1)c1ccccc1 (stereo unspecified)	-1	5	102	0	-9	0	0.6	-4	97
O=C(COc1ccc(Nc2ccccc2)cc1)OCC(=O)N1CCCCC1	6	3	95	4	0	0	1.6	0	96
Cc1ccc(NC(=O)CCN2CCOCC2)cc1C	nt	nt	96	nt	4	0	-1.5	nt	101
Cc1ccc(-c2cc(C(=O)NCc3ccc4c(c3)OCO4)no2)cc1	0	9	103	5	-7	1	0.2	0	101
O=C(CCc1ccccc1)NCCc1cccs1	1	2	98	4	-1	2	3.9	-9	97
COc1ccc(S(=O)(=O)N(C)CC(=O)Nc2ccccc2SC)cc1Cl	1	6	nt	5	31	1	3.8	5	101
COCCN=C1Sc2nc3ccc(C)cc3cc2CN1Cc1cccs1	-10	13	81	11	-7	1	-1.3	-8	nt
COc1ccc2cc(C(c3nnnn3C(C)(C)C)N3CCSCC3)c(=O)[nH]c2c1 (stereo unspecified)	1	-2	96	1	-5	0	-6.4	3	98
CN(C)/C(Cn1cncn1)=C1/N=C(c2ccccc2)OC1=O	2	6	98	5	9	0	0.2	8	99
CC1CCCN(Cc2csc(N)n2)C1 (stereo unspecified)	-2	-4	99	1	5	5	2.9	3	104
CC(=O)c1ccc(C#CC(C)(C)O)s1	0	8	99	8	21	2	-1.5	1	105
C/C(=N\O)C(C)(C)Nc1ccc(F)cc1	1	2	97	-1	-13	2	-3.0	-7	90
COc1ccc(C2C(C#N)=C(C)NC(C)=C2C(=O)OC(C)C)c(OC)c1 (stereo unspecified)	-2	-5	102	0	1	0	-2.3	6	95
CCn1ncc(C(=O)Nc2ccccc2C)c1C	-2	6	104	7	18	0	0.7	0	110
CCOC(=O)COc1c(Cl)cc(C2NC(=S)NC(c3ccccc3)=C2C(C)=O)cc1OC (stereo unspecified)	2	9	95	8	14	1	-1.2	-2	93
Fc1ccccc1OCCCCSc1ncccn1	-3	7	93	6	17	1	-0.9	3	85
New compounds follow.
SMILES	Fam108B inh	MCL1 BIM primary	AGP1-GFP MLPCN	Bcl-xL primary	VLA-4 inh	GRK2 inh	MEX-5 binding	GLD-1 RNA inh	CIT2 TOR yeast
CCCNC(=O)C(Cc1ccccc1)NC(=O)Cc1ccccc1 (stereo unspecified)	nt	1	99	3	-10	1	nt	7	107
Nc1c(Cl)cc(NC(=O)c2ccccc2C(=O)O)cc1Br	1	4	104	7	-20	1	0.0	3	106
CC(=O)Nc1ccc(NC(=O)COc2ncnc3ccccc23)cc1	1	-1	104	-2	18	0	-0.7	-3	99
CN1C(=O)CC(N2CCN(c3ccc(Cl)c(Cl)c3)CC2)C1=O (stereo unspecified)	0	0	104	0	7	3	0.4	-3	99
COc1ccc(NC(=O)Nc2ccc(Cc3ccncc3)cc2)cc1OC	5	-5	102	1	10	1	-0.2	-2	102
Cc1ccc(N=C2NC(=O)/C(=C/c3cccn3C)S2)cc1	-2	-9	101	-5	1	1	9.0	-22	97
COc1cccc(Oc2nc(N)ncc2[N+](=O)[O-])c1	1	-3	97	-1	8	0	-0.3	0	96
Cc1ccc(C)c(S(=O)(=O)N2CCCC2CNC(=O)C(=O)NCc2ccccn2)c1 (stereo unspecified)	0	-2	95	-4	2	2	2.9	-5	95
CCCN(CC(=O)Nc1ccc(OC)c(OC)c1)CC(=O)Nc1ccc(F)c(F)c1F	-2	2	102	-7	13	4	0.5	6	104
O=C(NCc1ccco1)c1nc2nc(-c3cccs3)cc(C(F)(F)F)n2n1	-1	14	98	16	-13	42*	-2.5	10	106
Cc1c(NC(=O)Nc2ccc([N+](=O)[O-])cc2)c(=O)n(-c2ccccc2)n1C	6	4	94	2	9	0	0.6	-5	97
O=C(CN1C(=O)S/C(=C/c2cccs2)C1=O)N1CCCC1	nt	6	110	0	-17	0	nt	5	109
COC(=O)[C@@]12CCCCN1[C@H](c1ccc(SC3CCCCC3)cc1)[C@H]1C(=O)N(C)C(=O)[C@H]12	1	-5	97	0	15	0	2.2	2	99
Cc1ccc(NC(=O)Cn2c(=O)n(Cc3ccco3)c(=N)c3c4c(sc32)COC(C)(C)C4)cc1	-2	1	99	2	-26	0	2.0	2	109
O=[N+]([O-])c1ccc(CNc2cccc(F)c2)s1	1	-5	100	4	-12	1	0.2	-2	100
O=C(Nc1cccc(Cl)c1)Nc1nc(-c2ccc(Cl)cc2)cs1	-10	-1	102	2	10	3	1.3	-6	100
COC(=O)Cn1c(=O)c2c(n(Cc3ccccc3)c1=O)N/C(=C/c1ccc(Br)cc1)C2=O	1	-16	100	2	-32	0	-1.5	4	105

Screens deposited in PubChem by several laboratories.
